KOR beta-arrestin-1: KOR agonists, beta-arrestin recruitment, primary screen, cell-based, luminescence, uHTS (AID 1777) | one-dose activation, % at 10 µM; EC50 in µM for titrated hits | 280,000 compounds, 0.02% hits | KOR beta-arrestin recruitment, luminescence; higher % means a stronger effect; in the data active = activation above about 50%, passing the limit was not always enough; note: a part of the inactive calls stands beside numbers as strong as those of hits
Dynein cargo inh: blocks dynein driven cargo transport along microtubules | z-score, hits read low | AID 1381 | 3617.4 mouse cells, GR-EGFP nuclear translocation imaging; test concentration mostly 20 µM; stimulated with dexamethasone, 1 µM; hits give low values | 220,000 compounds, 0.47% hits;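 active = plate z-score of nuclear minus cytoplasmic receptor signal below a set negative limit, without overly bright fluorescence or cell loss, cut at about -3.5 in these data, passing the limit was not always enough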;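 note: z-score of nuclear minus cytoplasmic ring GR-EGFP intensity difference per well; some compounds called inactive have numbers as strong as hits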
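Schedule: 48 h induction, then 1 h compound, then 30 min agonist, 37 °C. Buffer or medium: tetracycline-free induction medium containing charcoal-stripped FBS. Reagent: 1.0 µM final dexamethasone stimulus. Evaluation: nuclear versus cytoplasmic GR-EGFP signal, averaged per well. Signal: high-content fluorescence imaging after fixation.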
AID2073: inhibitors of Mint1-CaV2.2 protein interaction, biochemical, HTRF (AID 2073); HTRF protein-protein interaction, Mint1-CaV2.2; higher % means a stronger effect; 290,000 compounds, 0.19% hits; inhibition, % at 20 µM; hits with a dose series show IC50 in µM; in the data active = inhibition mostly above about 51%, no sharp cut-off; inconclusive = no clear call, values can overlap the other calls; inactive = mostly below about 53%; note: some results filed as inactive read as strong as hits
M1AAP inhibition: malaria alanyl aminopeptidase activity blockers – biochemical, fluorogenic H-Leu-NHMec substrate, 1536-well (AID 1445); recombinant M1AAP, H-Leu-NHMec fluorogenic kinetic assay; higher % means a stronger effect; inhibition, % at 30 µM, or IC50 in µM where a hit was titrated; 220,000 compounds, 0.42% hits;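 active = primary inhibition above the hit cutoff, then over 50% inhibition at one or more dose response concentrations, cut at about 23% in these data, passing the limit was not always enough; inconclusive = conflicting primary data, or primary hits not chosen for dose response; inactive = low primary inhibition, or under 50% at every dose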;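 note: plate controls were DMSO full reaction for no effect and no enzyme background for full effect; strong numbers were not always called active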
M17LAP inhibition: P. falciparum M17LAP inhibitors, primary screen, biochemical, fluorogenic H-Leu-NHMec substrate, 1536-well (AID 1619). recombinant M17LAP, H-Leu-NHMec fluorogenic kinetic assay; higher % means a stronger effect. 220,000 compounds, 0.38% hits. inhibition, % at 30 µM; hits with a dose series show IC50 in µM;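 active = compound inhibiting the enzyme by more than half at any dose during confirmatory dose-response retesting; inconclusive = strong single-dose inhibitors picked by rank but not retested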;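 note: plate controls were full reaction with DMSO carrier for no effect and no enzyme background for full effect; strong numbers were not always called active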
HEK293 NOD2/NF-kB: inhibition of NOD2-driven NF-kB reporter – cell-based, luminescence, uHTS, HEK293 (AID 1566); HEK293 NOD2/NF-kB luciferase reporter, luminescence; higher % means a stronger effect; one-dose inhibition, % at 4 µM; EC50 in µM for titrated hits; 290,000 compounds, 0.63% hits; note: many of its hits are not listed in these tables
KOR beta-arrestin-2: kappa opioid receptor blockers – cell-based, luminescence, uHTS (AID 1778). KOR beta-arrestin recruitment, luminescence, antagonist mode; higher % means a stronger effect. one-dose inhibition, % at 10 µM; IC50 in µM for titrated hits. 290,000 compounds, 0.091% hits; note: strong numbers were not always called active
NOD1 inhibition: inhibition of NOD1-driven NF-kB reporter – cell-based, luminescence, uHTS, primary screen (AID 1578) | NOD1-driven NF-kB luciferase reporter cells, luminescence; higher % means a stronger effect | inhibition, % at 4 µM; hits with a dose series show EC50 in µM | 290,000 compounds, 1% hits; in the data active = inhibition mostly above about 36%, no sharp cut-off; inactive = mostly below about 34%;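 note: HEK-293T reporter cells stimulated with the NOD1 agonist gamma-tri-DAP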
GPR55 activation: selective activators of receptor GPR55 – imaging, U2OS cells, beta-arrestin-GFP redistribution, primary screen (AID 1961) | U2OS GPR55 beta-arrestin-GFP redistribution imaging; higher % means a stronger effect | activation, % at 10 µM, or EC50 in µM where a hit was titrated | 290,000 compounds, 0.048% hits;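 active = activation above 40% with more than 50 cells counted in the well; inconclusive = wells holding fewer than 50 cells, flagged as toxic or sparse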;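 note: U2OS osteosarcoma cells stably expressing GPR55 and beta-arrestin-GFP; plate controls were DMSO negative control for no effect and LPI positive control for full effect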
Dynein cargo inh cytoplasmic EGFP: further read-out of Dynein cargo inh, marked with its call; z-score; measured here: cytoplasmic GR-EGFP intensity; hits give high values
Dynein cargo inh nuclear GR-EGFP: also measured in Dynein cargo inh; calls as there; z-score; measured here: nuclear GR-EGFP intensity;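 lower value marks the stronger effect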
Dynein cargo inh cell count: also measured in Dynein cargo inh; calls as there; z-score; measured here: cell count per field
Starred values were filed as active, the others as inactive; ? = inconclusive; nt = not tested or not shown; [ ] = dose if it differs, or a comment. Cut-off read from the data, not from the text of the source, unless noted: active = inhibition above about 50%; inactive = the rest. Not all compounds are listed; rates above refer to the full screens.

SMILES	KOR beta-arrestin-1	Dynein cargo inh	Dynein cargo inh cytoplasmic EGFP	Dynein cargo inh nuclear GR-EGFP	Dynein cargo inh cell count	AID2073	M1AAP inhibition	M17LAP inhibition	HEK293 NOD2/NF-kB	KOR beta-arrestin-2	NOD1 inhibition	GPR55 activation
Cc1cc(C)c(NC(=S)N(CCc2ccncc2)C(C)C)c(C)c1	4.6%	-0.015	-0.36	0.032	0.83	11%	5%	10%	0%	-14%	-9%	0.6%
Cc1ccc(/C([O-])=C(/C(=S)Nc2ccc(SC(F)F)cc2)[n+]2ccccc2)cc1[N+](=O)[O-]	0.5%	-0.87	-0.38	-0.32	1.8	28%	2%	2%	-11%	10%	-24%	0.2%
CC(NC(=O)c1cccc(N(C)C)c1)c1ccc(-n2ccnc2)cc1 (centres undefined)	-2.8%	nt	nt	nt	nt	6%	nt	nt	0%	28%	-27%	0.0%
COc1cccc(NC(=O)C2CC2(c2cccc(OC)c2)c2cccc(OC)c2)c1 (centres undefined)	1.8%	-0.034	-0.16	0.052	0.4	2%	0%	7%	-12%	10%	7%	-0.3%
C=C(C)COc1ccc2c(C)c(CC(=O)OC)c(=O)oc2c1C	-4.7%	-0.49	-0.27	0.033	-0.46	-6%	13%	4%	-15%	-1%	-5%	-0.2%
Cc1cccc(C)c1NC(=O)Cn1c(CN2CCCCC2)nc2ccccc2c1=O	-2.0%	-0.95	0.73	-0.45	1.5	-5%	3%	-2%	1%	-5%	-23%	0.9%
COc1ccc(NC(=O)c2cc3c(Cl)nc4ccccc4c3s2)cc1OC	26%	-0.95	-0.32	-0.87	1.4	?	3%	12%	25%	-2%	-36%	0.1%
COc1ccc(OC)c2[nH]c(=O)c(CCNS(=O)(=O)c3ccc(F)cc3)cc12	-1.4%	nt	nt	nt	nt	11%	nt	nt	14%	37%	-26%	1.1%
C=CCNC(=O)c1onc(CSc2ccc(Cl)cc2)c1C(=O)O	3.8%	0.08	-0.23	-0.68	-0.086	-1%	0%	24%	-66%	-31%	-12%	-0.1%
NCCc1nnc(SCC(=O)Nc2ccc(Br)cc2)o1	3.1%	nt	nt	nt	nt	0%	nt	nt	11%	-3%	-16%	-0.2%
Cc1cccc(C(=O)NCC(=O)N2CC(=O)Nc3ccccc32)c1	-3.7%	0.59	-0.19	-0.047	0.87	-1%	0%	5%	8%	-13%	-38%	0.0%
O=C(CNC(=O)c1ccco1)OCc1c(F)cccc1Cl	2.1%	0.58	-0.33	0.23	0.3	-10%	8%	17%	11%	2%	-16%	0.5%

Ordered by formula weight (smallest number first): four of the compounds above
SMILES	KOR beta-arrestin-1	Dynein cargo inh	Dynein cargo inh cytoplasmic EGFP	Dynein cargo inh nuclear GR-EGFP	Dynein cargo inh cell count	AID2073	M1AAP inhibition	M17LAP inhibition	HEK293 NOD2/NF-kB	KOR beta-arrestin-2	NOD1 inhibition	GPR55 activation
Cc1cccc(C(=O)NCC(=O)N2CC(=O)Nc3ccccc32)c1	-3.7%	0.59	-0.19	-0.047	0.87	-1%	0%	5%	8%	-13%	-38%	0.0%
COc1cccc(NC(=O)C2CC2(c2cccc(OC)c2)c2cccc(OC)c2)c1 (centres undefined)	1.8%	-0.034	-0.16	0.052	0.4	2%	0%	7%	-12%	10%	7%	-0.3%
COc1ccc(OC)c2[nH]c(=O)c(CCNS(=O)(=O)c3ccc(F)cc3)cc12	-1.4%	nt	nt	nt	nt	11%	nt	nt	14%	37%	-26%	1.1%
Cc1ccc(/C([O-])=C(/C(=S)Nc2ccc(SC(F)F)cc2)[n+]2ccccc2)cc1[N+](=O)[O-]	0.5%	-0.87	-0.38	-0.32	1.8	28%	2%	2%	-11%	10%	-24%	0.2%

Further entries:
SMILES	KOR beta-arrestin-1	Dynein cargo inh	Dynein cargo inh cytoplasmic EGFP	Dynein cargo inh nuclear GR-EGFP	Dynein cargo inh cell count	AID2073	M1AAP inhibition	M17LAP inhibition	HEK293 NOD2/NF-kB	KOR beta-arrestin-2	NOD1 inhibition	GPR55 activation
c1cn(CC2(Cn3ccnc3)COC2)cn1	4.4%	1.3	-0.058	1.8	-2.1	-9%	13%	-1%	5%	22%	-14%	0.2%
O=c1oc2ccccc2c(NC2CCCCC2)c1NS(=O)(=O)c1ccc(Cl)cc1	-4.5%	nt	nt	nt	nt	6%	nt	nt	30%	13%	4%	-0.1%
COc1ccc(NC(=O)Nc2ccccc2SC)c(OC)c1	-5.0%	0.27	-0.26	0.65	-0.67	-4%	2%	-1%	-7%	-38%[20 µM]	-4%	-0.1%
CCOc1ncccc1C(=O)OC(C)C(=O)Nc1ccc(CC)cc1 (centres undefined)	-3.8%	1.1	-0.3	0.83	-0.99	-2%	0%	8%	9%	27%	-22%	-0.4%
COc1ccc(C2C(C(C)=O)=C(O)C(=O)N2c2cccnc2)c(OC)c1 (centres undefined)	-3.0%	0.12	-0.17	0.1	-0.35	-3%	5%	24%	8%	-16%	11%	0.2%
Cc1ccc(OCCCCn2c(CO)nc3ccccc32)cc1	4.0%	-0.72	-0.12	-0.31	0.67	-12%	2%	4%	4%	-16%	-2%	-0.3%
Cc1nnc(SCC2=C(C(=O)O)N3C(=O)[C@@H](NC(=O)Cn4cnnn4)[C@H]3SC2)s1	-2.5%	-0.87	-0.26	-0.26	1.3	-9%	9%	20%	0%	5%	-21%	0.4%
COc1ccc(NC(=O)CN2CCC(C(N)=O)(N3CCCCC3)CC2)c(OC)c1	-0.8%	-0.044	-0.32	0.62	-0.12	8%	13%	4%	-4%	23%[20 µM]	-33%	-0.1%
O=c1c2oc3ccccc3c2ncn1Cc1ccc(F)cc1	-8.7%	-0.11	-0.33	0.31	0.11	-2%	-3%	1%	-26%	2%	-34%	-0.4%
Cc1ccc2nc(NC(=O)C3=NN(c4ccccc4)C(=O)CC3)sc2c1	-2.6%	0.0095	-0.2	0.12	0.25	14%	6%	6%	-7%	13%	-19%	-0.2%
COc1ccc(-n2nc3c(N4CCC(C(=O)N5CCCCCC5)CC4)nnc(C)c3c2C)cc1	-1.5%	nt	nt	nt	nt	10%	nt	nt	22%	-19%	-10%	-0.2%
COc1ccc(CN2CCC(C(=O)c3cccc(Cl)c3)CC2)cc1	-3.7%	nt	nt	nt	nt	6%	nt	nt	-10%	-51%[20 µM]	-16%	1.1%
Cc1ccc(C(=O)N2CCC(C(N)=O)CC2)cc1C	5.3%	-0.34	-0.17	-0.38	1.1	10%	0%	-4%	2%	-16%	11%	0.2%
Cc1cc(C)n(-c2nnc(C)n2/N=C/c2ccc(O)cc2)n1	-6.9%	0.51	-0.37	0.56	0.84	2%	11%	28%	-38%	-1%[20 µM]	3%	-0.1%
O=C(NCc1ccccc1Cl)/C(=C\c1cccnc1)NC(=O)c1ccccc1	-5.0%	nt	nt	nt	nt	4%	nt	nt	-16%	-3%	12%	0.4%
N#C/C(=C\Nc1ccc(F)c(Cl)c1)S(=O)(=O)c1ccccn1	1.4%	-0.47	-0.25	-0.26	1	14%	4%	13%	1%	4%	-13%	1.3%
COC(=O)C(=NNc1c(C)n(C)n(-c2ccccc2)c1=O)C(=O)OC	-2.3%	0.039	-0.25	0.1	0.67	28%	9%	7%	5%	1%	-23%	-0.1%
O=C(COc1cccc2cccnc12)NNC(=S)Nc1ccccc1	-7.6%	-1.1	-0.23	-0.74	0.95	10%	3%	22%	23%	3%	-4%	-0.5%
Cc1ccc2cc(CCNC(=O)Cc3cccs3)c(=O)[nH]c2c1	1.7%	-0.29	-0.25	0.69	-0.29	4%	9%	-1%	7%	13%	-31%	-0.3%
Cn1c(SCc2ccccc2Cl)nc(C(F)(F)F)cc1=O	4.1%	-0.19	-0.21	-0.38	0.81	4%	4%	6%	8%	4%	-9%	0.2%
O=C(O)C1CC(c2ccccc2)=NO1 (centres undefined)	5.0%	-0.38	-0.12	-0.26	0.42	6%	5%	15%	10%	-33%	1%	0.0%
O=c1c2cc(N3CCOCC3)ccc2[nH]c(=S)n1CC1CCCO1 (centres undefined)	0.8%	-1.1	-0.13	-0.22	-0.2	22%	0%	3%	6%	29%	-21%	-0.1%
CC(C)CC(C(=O)O)N(Cc1ccccc1)Cc1ccccc1 (centres undefined)	12%	-1.1	-0.18	-0.41	-0.36	2%	-1%	15%	16%	23%	11%	0.4%
COc1ccc(NC(=S)N2CCC(NC(=O)C3CCCCC3)CC2)cc1	0.0%	nt	nt	nt	nt	-15%	nt	nt	-8%	-18%	-5%	-0.1%
CC(Oc1ccc(-c2ccccc2)c(F)c1)c1ccn(S(=O)(=O)c2ccc(Br)cc2)n1 (centres undefined)	0.7%	-0.83	-0.19	-0.68	1	15%	1%	13%	17%	-1%	36%	-0.2%
NS(=O)(=O)c1ccc(NC(=O)COC(=O)CCC2CCCCC2)cc1	6.2%	0.35	-0.14	0.081	-0.82	3%	-1%	9%	-1%	-28%	-26%	0.2%
Cc1cc(C(=O)COc2cccc(-n3cnnn3)c2)c(C)n1-c1ccccc1	-7.3%	0.44	-0.38	0.0088	0.27	-5%	-1%	-7%	13%	2%	45%	-0.3%
CCCCN(CC)CCCNC(=O)c1csc2c1CCCCC2	-5.6%	1.2	-0.26	0.63	-0.34	-12%	-4%	1%	-11%	-16%	-14%	-0.2%
O=C(Cc1cn2ccsc2n1)Nc1cccc2cnccc12	-4.9%	-0.53	-0.2	-0.1	0.8	2%	5%	12%	-24%	0%	-5%	-0.2%
CC(C)OCCCNC(=O)CN1C(=O)CSc2ccc(S(=O)(=O)N3CCCCC3)cc21	-0.9%	nt	nt	nt	nt	-2%	nt	nt	5%	-19%	-6%	0.3%
COC(=O)c1cccc(Nc2nc(-c3cccnc3)nc3ccccc23)c1	3.3%	-1.7	-0.28	-0.68	1.5	2%	1%	0%	27%	-19%	0%	-0.1%
Cc1cc(N2CCOCC2)n2ncc(-c3ccccc3)c2n1	4.2%	-0.72	0.2	-0.47	-0.051	10%	1%	4%	-70%	-6%	34%	0.0%
CNC(=O)c1ccc(C)c(NC(=O)C2=C(C)OCCS2)c1	-0.9%	nt	nt	nt	nt	5%	nt	nt	-7%	-42%	-11%	-0.1%
CCOc1ccc(NC(=O)C2C3CC/C=C\CCC32)cc1 (centres undefined)	-2.6%	0.17	-0.23	0.56	0.55	16%	6%	5%	-31%	4%	6%	-0.2%
